Screening data from PubChem.
zfTRPN1 agonist: activates the zebrafish TRPN1 channel; 0.18% of 220,000 active; activation, % at 3 µM; HEK293 zebrafish TRPN1-YFP, Fluo-8 calcium fluorescence; 100% = response to 87 µM carbachol;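 active = activation above its plate's cutoff, the mean activation of test wells on that plate plus 3 SD, cut at about 19% in these data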;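 also: 0% = DMSO alone and 100% = 87 µM carbachol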
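Assay system: Zebrafish TRPN1-YFP in HEK293 cells | Incubation: Dye loading 1 h at 37 °C, then 30 min room temperature | Measured by: Kinetic Fluo-8 fluorescence, ex 470-495, em 515-575 nm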
CHOP inh: CHOP inhibition in unfolded protein response; CHO-K1 CHOP-promoter luciferase, tunicamycin-induced, 15-18 h; inhibition, % at 10 µM; 3.8% of 220,000 active; AID 2732;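 active = compounds that reduced the stress-induced luciferase reporter signal by more than about 70% of percent inhibition, limit read from the data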;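 also: 0% = tunicamycin plus vehicle and 100% = wells without tunicamycin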
14-3-3 Bad inh: disrupts binding of bovine 14-3-3 zeta to phospho-Bad peptide. TR-FRET 14-3-3zeta/Dy647-pBad peptide displacement, 1 h. inhibition, % at 21.7 µM. 0.71% of 220,000 active. AID 781;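 active = inhibition above about 70%, limit read from the data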;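 also: 0% = full 14-3-3 plus peptide FRET controls and 100% = background without 14-3-3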
Target sequence (P63103 whole entry, looked up): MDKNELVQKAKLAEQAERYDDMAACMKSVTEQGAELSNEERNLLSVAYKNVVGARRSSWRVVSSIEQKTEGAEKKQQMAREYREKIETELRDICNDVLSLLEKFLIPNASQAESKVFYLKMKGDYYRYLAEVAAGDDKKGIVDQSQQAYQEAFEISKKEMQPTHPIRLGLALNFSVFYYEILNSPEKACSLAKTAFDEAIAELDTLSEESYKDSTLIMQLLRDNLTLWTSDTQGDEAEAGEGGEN
EP2 antag: EP2 receptor (human) inhibition; P43116; C6 glioma cells expressing human EP2, cAMP TR-FRET; cells stimulated with saturating PGE2; inhibition, % at 25 µM; 0.52% of 260,000 active; AID 1422;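 active = percent inhibition above 40 after rounding to a whole number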;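 also: rat C6 glioma host cells with rolipram phosphodiesterase inhibitor present; the protocol text gives 20 µM as final concentration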
Target sequence (P43116 whole entry, looked up): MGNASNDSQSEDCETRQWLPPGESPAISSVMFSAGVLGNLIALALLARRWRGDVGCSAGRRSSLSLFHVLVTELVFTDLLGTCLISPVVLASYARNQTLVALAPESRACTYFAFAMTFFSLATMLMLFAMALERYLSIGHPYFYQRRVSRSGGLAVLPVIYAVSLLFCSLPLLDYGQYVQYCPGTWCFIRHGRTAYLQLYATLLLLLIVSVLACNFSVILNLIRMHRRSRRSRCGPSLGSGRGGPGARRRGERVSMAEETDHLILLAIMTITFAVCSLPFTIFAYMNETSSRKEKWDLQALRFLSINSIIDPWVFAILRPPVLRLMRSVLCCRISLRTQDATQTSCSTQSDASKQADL
NPY-Y1 antag: blocks the human neuropeptide Y Y1 receptor | P25929 | HEK293-CNG Y1 cells, membrane potential fluorescence; NPY at EC95, then isoproterenol | inhibition, % at 3.6 µM | 1% of 200,000 active;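 active = inhibition above the campaign mean inhibition of all tested compounds plus 3 SD, cut at about 20% in these data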;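 also: 0% = DMSO wells given NPY plus isoproterenol and 100% = isoproterenol alone without NPY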
Target sequence (P25929 whole entry, looked up): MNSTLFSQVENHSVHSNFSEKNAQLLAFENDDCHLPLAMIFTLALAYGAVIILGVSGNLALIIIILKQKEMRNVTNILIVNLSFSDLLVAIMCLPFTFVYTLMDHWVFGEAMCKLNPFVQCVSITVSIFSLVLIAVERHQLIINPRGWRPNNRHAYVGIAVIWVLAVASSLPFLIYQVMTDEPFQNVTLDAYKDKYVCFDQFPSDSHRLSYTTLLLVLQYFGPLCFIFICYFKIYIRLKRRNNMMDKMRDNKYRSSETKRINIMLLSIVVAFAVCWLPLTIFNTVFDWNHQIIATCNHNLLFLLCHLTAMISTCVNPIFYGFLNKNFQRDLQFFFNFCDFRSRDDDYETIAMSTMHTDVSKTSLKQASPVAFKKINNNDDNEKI
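Material: HEK293 cells co-expressing NPY Y1 receptor and cyclic-nucleotide gated channel. Timing: compound incubation 1 h at room temperature, readout 45 min post-stimulation. Signal: fluorescence, membrane potential probe.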
PPC-1+TRAIL kill: compounds killing PPC-1 cancer cells with TRAIL present (potentiator screen, no TRAIL-free arm); PPC-1 cells + TRAIL, ATPLite viability luminescence; cell killing (% activity), % at 4 µM; 0.41% of 220,000 active; AID 1443;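 active = cell killing above 50% in the first pass at 4 µM, then a duplicate retest at 5 µM averaging 50% or more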;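 also: plate controls were cells with TRAIL plus DMSO for no effect and medium-only wells lacking cells for full effect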
TRPML3 ag: agonists of human TRPML3 channel. Q8TDD5. HEK293 TRPML3-YFP, Fluo-8 calcium fluorescence; 100% = the carbachol control signal. activation, % at 3 µM. 0.29% of 220,000 active;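 active = activation above its plate's cutoff, the mean activation of the plate's test wells plus 3 SD, cut at about 12% in these data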;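 also: 0% = DMSO only wells and 100% = carbachol wells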
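Test system – HEK293 line with stable expression of human TRPML3-YFP channel · Control set – carbachol 87 µM final as high control (100%), DMSO as low control (0%) · Signal – Fluo-8 calcium dye fluorescence, ex 470-495, em 515-575 nm · Incubation – 1-h 37 °C dye load, 5-s basal, 120-s post-compound reads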
EP2 mod: modulates human prostaglandin E2 receptor EP2 signaling. P43116. EP2-expressing cells, cAMP HTRF FRET, PGE2 co-stimulation. induction, % at 25 µM. 0.83% of 260,000 active. AID 940;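 active = compounds whose cAMP rise, as percent of the full-agonist control response, exceeds 60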;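 also: rat C6 glioma line stably carrying human EP2 under a CMV promoter; the protocol text gives 20 µM as final concentration; 100% = response of wells given 1 µM PGE2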
NPY-Y1 PAM-ag: human NPY-Y1 potentiation or agonism, primary screen; NPY-Y1 expressing cells, potentiator/agonist activation; 0.37% of 220,000 active; activation, % at 3.6 µM; P25929; in the data active = activation above about 33%, passing the limit was not always enough;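 also: cells stimulated with NPY at EC10 then isoproterenol at EC100; 0% = low agonist plus stimulus and 100% = saturating agonist plus stimulus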
Active calls of the source: *; . = not tested or not shown; & = joins results of further samples; [ ] = another dose, or the depositor's remark. Some of the compounds tested. The share of hits here may be higher or lower than overall.

SMILES | zfTRPN1 agonist | CHOP inh | 14-3-3 Bad inh | EP2 antag | NPY-Y1 antag | PPC-1+TRAIL kill | TRPML3 ag | EP2 mod | NPY-Y1 PAM-ag
CC(C)CCn1c(S(=O)(=O)O)nc2ccccc21 | -0.9 | 14 | 75* | 4 | 4 | 16 | -1.1 | 14 | -7
COc1c(S(=O)(=O)N2CCN(c3ccc(F)cc3)CC2)ccc(Cl)c1Cl | -0.3 | 33 | -1 | 32 | -1 | 43 | 0.9 | -28 | 1
Cc1nc2nc(SCC(=O)O)nn2c(C)c1Cc1c(F)cccc1Cl | -0.8 | 8 | -3 | 4 | 17 | 15 | 1.0 | -6 | -15
COCCN1C(=O)c2oc3ccccc3c(=O)c2C1c1cccc(O)c1 (centres undefined) | 1.1 | 34 | 7 | 8 | -1 | 6 | -0.5 | 3 | -14
Cc1cccc(NC(=O)NCCc2c[nH]c3ccccc23)c1 | -0.9 | -1 | 1 | 14 | -6 | 16 | 0.0 | -47 | 20
CCN1CCC2(CC1)C(C#N)=C(N)Oc1c2sc2nc(C)cc(C)c12 | 9.4 | 15 | -20 | 14 | 5 | 32 | 4.6 | 0 | -9
CCCc1[nH]nc2c1C(/C(C)=C/c1ccccc1)C(C#N)=C(N)O2 (centres undefined) | -1.8 | 71* | -20 | 15 | 7 | 3 | -0.7 | -32 | 15
CC(=O)N1C(=O)C(=C2C=C(C)OC(C)=C2)c2ccccc21 | 26* | 61 | -2 | 6 | -5 | -8 | -0.3 | 1 | -16
CCOc1cc(C(=S)N2CCCC2)ccc1OCC(=O)Nc1c(C)cc(C)cc1C | 0.2 | 18 | -18 | 1 | -4 | 18 | -0.3 | 27 | -46
CCCn1c(=C(C#N)C#N)s/c(=C2\C=Cc3ccccc3N2CC)c1=O | 1.6 | 6 | -2 | 9 | 1 | 9 | 0.6 | -2 | 3
Fc1ccc(NC(=S)N2CCc3[nH]c4ccccc4c3C2)cc1 | 3.0 | 3 | -6 | 4 | . | 27 | 0.7 | -50 | 27
Cn1c(=O)n(C)c2cc(NS(=O)(=O)c3ccc(Cl)s3)ccc21 | 2.0 | 1 | -19 | 9 | 1 | -3 | 1.6 | 6 | 0
O=C(Cn1c(C(=O)NCCCN2CCOCC2)cc2sccc21)c1ccccc1 | 1.0 | -5 | -19 | 8 | 6 | -6 | 0.9 | -41 | -6
CN1CCN(CCCNC(=O)c2ccc3c(c2)N(Cc2ccccc2)CCS3)CC1 | -0.2 | -5 | 3 | 9 | 5 | 9 | 0.2 | 5 | 4
O=C(CCc1ccc(S(=O)(=O)NCc2ccccc2)cc1)NCC1CCCO1 (centres undefined) | 0.9 | -2 | -13 | 3 | 1 | 22 | 0.9 | -8 | 10
Clc1ccc2nc(CN3CCCCCC3)cn2c1 | -0.3 | 7 | 50 | 3 | 2 | 14 | -0.6 | -1 | 16
CCN(CC)P(=O)(Nc1cccc(C(F)(F)F)c1)c1ccc(N(C)C)cc1NC(=O)c1ccco1 (centres undefined) | -1.6 | 23 | -8 | 6 | 11 | 9 | 0.3 | 37 | -3
CCOc1ccc(NC(=O)CN(C)CC(=O)Nc2ccc(Br)cc2F)cc1OCC | -0.5 | 16 | -3 | 11 | 11 | 4 | 0.0 | -29 | -6
O=C(CSc1ccccn1)N1CCN(c2cccc(Cl)c2)CC1 | 4.5 | 65 | -2 | 8 | 4 | 11 | 2.0 | -28 | 3
CC(=NCCc1ccccc1)C1=C(O)COC1=O | 1.3 | -3 | -14 | 22 | 3 | 23 | 0.8 | 17 | 19
CC(=O)c1c(C)[nH]c(C(=O)OCC(=O)Nc2cc(S(=O)(=O)N3CCCCC3)ccc2C)c1C | 3.2 | 61 | -3 | 7 | -2 | 34 | 1.3 | -30 | -5
CCCOc1ccccc1C1NC(=O)NC(C)=C1C(=O)OCc1ccccc1 (centres undefined) | 0.7 | 49 | -3 | 12 | -5 | 18 | -0.9 | 64* | 3
O=C(NCc1ccccn1)c1cc(-c2ccc(Cl)cc2)oc1C(F)(F)F | -2.3 | 18 | -2 | 8 | . | 14 | -1.2 | -15 | -20
Cc1ccc2nc(NC(=O)c3ccc(-c4nc5ccccc5s4)s3)sc2c1 | -0.5 | 60 | 83*[fluorescence artefact?] | 6 | 3 | 11 | 0.8 | 17 | -8
COCCNC(=O)c1ccccc1-c1ccccc1C(=O)O | -0.1 | -24 | -1[fluorescence artefact?] | 16 | 4 | -1 | -0.2 | 25 | -14
More structures
SMILES | zfTRPN1 agonist | CHOP inh | 14-3-3 Bad inh | EP2 antag | NPY-Y1 antag | PPC-1+TRAIL kill | TRPML3 ag | EP2 mod | NPY-Y1 PAM-ag
COc1ccc(CNC(=O)Nc2ccc(OC)cc2)cc1 | -0.2 | 34 | 2 | 4 | 0 | 26 | -0.5 | 4 | 5
O=C(Nc1ccccc1F)Nc1ccc([N+](=O)[O-])cc1Cl | 0.2 | 11 | 1 | 4 | 1 | -4 | 1.0 | -15 | 5
COCCNC(C(=O)Nc1ccc(C)cc1[N+](=O)[O-])c1ccccc1 (centres undefined) | -0.5 | -28 | -10 | 6 | 0 | 0 | 1.1 | 0 | -16
CCCOc1ccc(N2C(=O)CC(N(CCc3ccc(OC)c(OC)c3)C(=O)c3ccccc3)C2=O)cc1 (centres undefined) | -1.5 | 4 | -1 | 11 | . | -1 | -0.7 | -11 | -32
Cc1ccc(C(C(=O)NC(C)(C)C)N(Cc2cccs2)C(=O)c2csnn2)cc1 (centres undefined) | -1.4 | . | . | 3&9 | 3 | . | -0.2 | -38 | -9
Cc1onc(-c2ccccc2)c1C(=O)N1CCCc2ccccc21 | -1.0 | 11 | -9[fluorescence artefact?] | 3 | 4 | -8 | 0.5 | 21 | -6
CCN(CC)S(=O)(=O)N1CCC(C(=O)NC2CCCC2)CC1 | 0.2 | 5 | -10[fluorescence artefact?] | 2 | -1 | 7 | 0.6 | 10 | -13
CC(Oc1ccc2oc3ccccc3c2c1)C(=O)NC12CC3CC(CC(C3)C1)C2 (centres undefined) | 0.9 | 28 | -6 | 8 | 5 | -8 | 0.1 | -22 | -25
CCOc1ccc(NC(=O)c2ccc(-n3cccn3)nc2)cc1 | 0.1 | 29 | -13 | 6 | 1 | -23 | 1.0 | 20 | 4
COc1ccc(-c2csc(C3=C(O)CN(C(C)C)C3=N)n2)cc1OC | 0.1 | 7 | -7 | 21 | -3 | 22 | 0.2 | -23 | -4
Cc1ccc(NC(=O)NNC(=O)c2cccs2)cc1 | 0.3 | -13 | -1 | 8 | 6 | -9 | 1.1 | 0 | 6
Cc1ccc(CNCc2cccnc2)s1 | 0.9 | -8 | 1 | 3&4 | 3 | -12 | 0.9 | -6&32 | -4
CN1CCN(NC(=O)c2cccc3ccccc23)CC1 | 2.6 | 22 | -4 | 11 | 1 | 18 | 0.5 | 8 | -21
COc1cc(/C=C(/C(=O)c2cccs2)c2nc3ccccc3[nH]2)cc(OC)c1O | 0.1 | -90 | -10[fluorescence artefact?] | 2 | 4 | 22[5 µM] | 0.1 | -39 | 4
Cn1nc(C(F)(F)F)c(C(=O)Nc2ccc(F)cc2F)c1Sc1cccc(Cl)c1 | -0.1 | 11 | -10 | 5 | 4 | 6 | -0.1 | 41 | -10
Cn1c(N)c(C(=O)COC(=O)CCC2CCCC2)c(=O)n(C)c1=O | 3.3 | 7 | -8 | 2 | 3 | 5 | 1.1 | -33 | 10
COCCCNC(=S)NNC(=O)c1ccccn1 | 0.2 | 46 | -21 | 5 | 5 | 0 | 0.2 | 1 | -10
COC(=O)c1ccc(NC(=O)CSc2ccccn2)cc1 | -1.0 | 4 | 8[fluorescence artefact?] | 0 | 4 | 8 | -0.2 | -3 | 12
CC(C)N1CCc2c(sc(NC(=O)c3ccc(S(=O)(=O)N4CCOCC4)cc3)c2C(N)=O)C1 | 1.8 | 22 | 3[fluorescence artefact?] | 9 | 18 | -10 | 1.1 | -5 | -6
COc1ccc(N(CC(=O)N/N=C/c2ccco2)S(=O)(=O)c2ccccc2)cc1 | -0.5 | 16 | 2 | 9 | -7 | 10 | -0.7 | 25 | -5
CCC(Sc1nccn1C)C(=O)Nc1cccc2ccccc12 (centres undefined) | 0.0 | 13 | -6[fluorescence artefact?] | 6 | 2 | 18 | 0.2 | 36 | 8
Cc1cc(Nc2ccc(C(C)C)cc2)n2ncnc2n1 | -0.2 | 26 | 2 | 7 | 1 | 18 | -0.2 | 0 | 9
CCCCn1cnc(C(=O)OCC)c1N | 2.4 | 12 | 5[fluorescence artefact?] | 5 | 5 | 9 | 0.8 | 32 | 16
Cc1ccsc1/C=N\NC(=O)c1cc(C(C)(C)C)[nH]n1 | 0.4 | -19 | -3 | 4 | 5 | 33 | 0.7 | -45 | -6
O=C(c1ccccc1)c1cc2ccccc2o1 | -1.3 | 6 | 5[fluorescence artefact?] | 16 | 0 | 19 | -0.3 | -10 | -25
CCCCCC/C=C/c1ccc([C@H]2[C@H]3C=CC[C@@H](C)[C@@H]3C(=O)N2Cc2ccccc2)c(F)c1 | . | 16 | -1 | 6 | . | 3 | . | 3 | .
COc1ccccc1CN1CC(C(=O)NCc2cccnc2)CC1=O (centres undefined) | -0.6 | 27 | 1 | -1 | 4 | -8 | 1.2 | 15 | -4
COCCn1c(-c2ccc(Cl)cc2Cl)nc2c(c(=O)c3ccccc3n2C)c1=O | -2.5 | 40 | 3[fluorescence artefact?] | 10 | -2 | 10 | 0.3 | 12 | 6
CCOC(=O)C1C(=O)NC(SC)=C(C#N)C1c1ccccc1F (centres undefined) | -0.1 | -15 | -1 | 3 | -6 | 7 | -0.2 | -5 | 13

Rewritten with each value named: part of the list above
CN1CCN(NC(=O)c2cccc3ccccc23)CC1
  zfTRPN1 agonist = 2.6 | CHOP inh = 22 | 14-3-3 Bad inh = -4 | EP2 antag = 11 | NPY-Y1 antag = 1 | PPC-1+TRAIL kill = 18 | TRPML3 ag = 0.5 | EP2 mod = 8 | NPY-Y1 PAM-ag = -21
COc1cc(/C=C(/C(=O)c2cccs2)c2nc3ccccc3[nH]2)cc(OC)c1O
  zfTRPN1 agonist = 0.1 | CHOP inh = -90 | 14-3-3 Bad inh = -10[fluorescence artefact?] | EP2 antag = 2 | NPY-Y1 antag = 4 | PPC-1+TRAIL kill = 22[5 µM] | TRPML3 ag = 0.1 | EP2 mod = -39 | NPY-Y1 PAM-ag = 4
Cn1nc(C(F)(F)F)c(C(=O)Nc2ccc(F)cc2F)c1Sc1cccc(Cl)c1
  zfTRPN1 agonist = -0.1 | CHOP inh = 11 | 14-3-3 Bad inh = -10 | EP2 antag = 5 | NPY-Y1 antag = 4 | PPC-1+TRAIL kill = 6 | TRPML3 ag = -0.1 | EP2 mod = 41 | NPY-Y1 PAM-ag = -10
Cn1c(N)c(C(=O)COC(=O)CCC2CCCC2)c(=O)n(C)c1=O
  zfTRPN1 agonist = 3.3 | CHOP inh = 7 | 14-3-3 Bad inh = -8 | EP2 antag = 2 | NPY-Y1 antag = 3 | PPC-1+TRAIL kill = 5 | TRPML3 ag = 1.1 | EP2 mod = -33 | NPY-Y1 PAM-ag = 10
